From PubChem
GASC-1 inh = inhibitors of GASC-1 histone demethylase, primary screen, biochemical, fluorescence, DELFIA europium; inhibition, % at 2.35 µM; 330,000 compounds, 0.069% hits; GST-JMJD2C(1-420) H3K9me3 demethylation; AID 2099, 2009; Lysine-specific demethylase 4C (Homo sapiens), Q9H3R0;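 active = more than half of a compound's replicate wells show inhibition beyond 50%, single wells judged on their own value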;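 also: signal counts dimethyl H3K9 product captured on neutravidin plate; 0% = median of DMSO wells and 100% = 0.3 times that DMSO median; strong numbers were not always called active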
Target sequence (Q9H3R0 1-420 limits assumed): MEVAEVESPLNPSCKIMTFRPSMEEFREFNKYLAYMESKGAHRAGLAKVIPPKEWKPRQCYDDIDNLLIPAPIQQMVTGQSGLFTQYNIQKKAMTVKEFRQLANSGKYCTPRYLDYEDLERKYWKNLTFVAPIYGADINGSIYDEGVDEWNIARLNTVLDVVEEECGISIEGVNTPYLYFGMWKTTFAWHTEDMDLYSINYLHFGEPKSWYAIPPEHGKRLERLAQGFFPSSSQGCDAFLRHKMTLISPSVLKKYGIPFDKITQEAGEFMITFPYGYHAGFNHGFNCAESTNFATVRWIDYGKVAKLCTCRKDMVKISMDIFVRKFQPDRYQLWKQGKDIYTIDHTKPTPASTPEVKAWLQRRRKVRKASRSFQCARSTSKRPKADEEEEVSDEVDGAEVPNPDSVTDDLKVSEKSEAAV
Active calls of the source: *. This is a subset; rates above refer to the full screens.

SMILES	GASC-1 inh
N#CC1=C(N)Oc2ccc3ccc(O)cc3c2C1c1ccsc1 (centres undefined)	4
CC(=O)NC(Cc1ccc(C)cc1)C(=O)NC1CCN(C(=O)NCc2ccccc2)CC1 (centres undefined)	3
CC(C)N1CCc2c(sc(NC(=O)c3cc4cc([N+](=O)[O-])ccc4s3)c2C(N)=O)C1	8
CNC(=O)c1cc(S(=O)(=O)N2CC(C)OC(C)C2)ccc1N1CCOCC1 (centres undefined)	16
CN(C)c1nc(N2CCN(c3ccc(F)cc3)CC2)c(C#N)c(=O)o1	-7
Cc1cc(NC(=O)COc2cccc3cccnc23)no1	14
Cc1ccc(S(=O)(=O)N(CC(=O)Nc2ccc(Cl)cc2)C(=O)N2CCN(C)CC2)cc1	4
Brc1ccc2oc3c(N4CCOCC4)ncnc3c2c1	1
CCN(CC)c1ccc(NC(=S)Nc2ccc(F)cc2)cc1	15
CC(=O)n1nc(-c2ccc(C)cc2)nc1NCc1ccco1	20
Cc1cc(OCc2nnc(SC(C)C(=O)O)n2Cc2ccccc2)ccc1Cl (centres undefined)	-17
CCN(CC)C1CCN(C(=O)c2ccc3nc(Cc4ccc(OC)cc4)oc3c2)C1 (centres undefined)	-12
CCOc1cc(/C=N/Nc2cccc(C(=O)O)c2)ccc1OC(=O)c1ccccc1	-2
O=C(Nc1cc(Br)ccc1O)c1cc(-c2ccccc2)on1	-13
O=C(O)c1cccc(NN=C2c3ccccc3-c3ccccc32)c1	6
CC(=O)CSc1nc(-c2cccs2)c(C#N)c(=O)[nH]1	-4
Fc1ccccc1CNCC1CCCO1 (centres undefined)	0
COc1ccc(/C(O)=C2/C(=O)C(=O)N(c3ccccn3)C2c2ccc(C(C)C)cc2)cc1 (centres undefined)	1
COc1cccc(C(=O)CSc2nnc(CNS(C)(=O)=O)n2-c2ccc(C)cc2)c1	-22
Cc1ccc(Nc2nc(-c3ccncc3)cs2)cc1	2
Cc1ccc2c(c1)[nH]c1c(=O)n(CCN3CCNCC3)cnc12	-11
CCCC(c1nnnn1Cc1ccc(OC)cc1)N1CCN(c2ccccc2)CC1 (centres undefined)	4
CCOc1cccc(C2C(C(=O)c3ccc(C)o3)=C(O)C(=O)N2Cc2ccccc2)c1 (centres undefined)	-11
Cc1onc(-c2c(Cl)cccc2Cl)c1C(=O)Nc1c(C)n(C)n(-c2ccccc2)c1=O	-26
COc1ccc(SCCN2CCN(C)CCC2=O)cc1	-6
Cc1ccc(S(=O)(=O)N(CC(=O)Nc2cccc([N+](=O)[O-])c2)C(=O)N2CCN(C)CC2)cc1	5
O=C(CSc1nnc2ccc(-c3cccnc3)nn12)Nc1cccc(F)c1	8
CCOc1ccc(C(=O)N2CCN(Cc3ccccc3)CC2)cc1OCC	-1
COc1cc(NC(=O)Cn2ncc(Cl)c(Cl)c2=O)c(C)cc1[N+](=O)[O-]	3
CCN(Cc1ccccc1)C(=O)c1[nH]c2ccc(OC)cc2c1C	10
COc1ccc(C2OC[C@H]3O[C@H](O)[C@H](NC(C)=O)[C@@H](O)[C@@H]3O2)cc1 (some centres undefined)	10
Cc1cc(C2=NNC(=NCc3ccccc3)SC2)c(C)n1-c1c(C)n(C)n(-c2ccccc2)c1=O	4
Cc1ccn2c(C(=O)N/N=C/c3ccc(Cl)cc3)c(C)nc2c1	10
COc1ccc(S(=O)(=O)Oc2cc(C(=S)N3CCOCC3)ccc2OC)cc1	0
COc1cccc(NC(=O)CSc2nnnn2C2CCCCC2)c1	4
Cc1cc(C)cc(NC(=O)c2cccc(N3C(=O)C4C5C=CC(C5)C4C3=O)c2)c1 (centres undefined)	2
COc1ccc(/C(O)=C2/C(=O)C(=O)N(c3ccccn3)C2c2ccc(OC)cc2)cc1 (centres undefined)	-10
Cc1[nH]c2ccccc2c1NC(=O)CN1CCN(Cc2ccc3c(c2)OCO3)CC1	-10
Cn1ncc([N+](=O)[O-])c1C(=O)NC1CCCCCC1	1
O=C(CSCCSCC(=O)c1ccco1)c1ccco1	-21
O=C(COc1cccc(Cl)c1)Nc1nc(-c2ccc(S(=O)(=O)N3CCOCC3)cc2)cs1	20
Cc1ccc2c(COC(=O)C3=COCCO3)cc(=O)oc2c1	10
COC(=O)c1ccccc1NC(=O)CCS(=O)(=O)c1ccc(Br)cc1	2
CC(OC(=O)CN(C)S(=O)(=O)c1ccc(Cl)cc1)C(=O)Nc1ccc(N2CCOCC2)cc1 (centres undefined)	-4
Cc1ccc(N/N=C/c2c(C)c(C#N)c(=O)n(C)c2O)cc1C	-20
COc1cccc(C(=O)COc2ccc(NC(=O)c3ccccc3)cc2)c1	5
COc1ccccc1N(CC(=O)NC1CCCC1)C(=O)CCCC(=O)Nc1ccccn1	-9
CN(C)c1nc(C=C(C#N)C#N)c(Cl)n1-c1ccc(F)cc1	-2
Cc1cccc2c(Cl)cc(=O)[nH]c12	-19
COc1ccc(OC)c(NC(=O)c2c(NC(=O)c3ccco3)sc3c2CCC3)c1	-18
COc1ccc(CCNS(=O)(=O)c2cc3c4c(c2)CCN4C(=O)CC3)cc1OC	0
N#CCc1ccc(NC(=O)/C=C/c2ccc([N+](=O)[O-])o2)cc1	2
COC(=O)C(C)Sc1nc2c(c(=O)n(C)c(=O)n2C)n1Cc1cccc(C)c1 (centres undefined)	-31
N/C(=N\OC(=O)Cc1ccc([N+](=O)[O-])cc1)c1ccccn1	-5
O=C(CCc1ccccc1)NC(c1cccs1)c1cc(Cl)c2cccnc2c1O (centres undefined)	-14
CC(C)(O)C#Cc1ccc(C(=O)N2CCC(C(N)=O)(N3CCCCC3)CC2)o1	8
Nc1cc(Oc2cccnc2)cc([N+](=O)[O-])c1	-7
CCOC(=O)C1(C(=O)OCC)C(c2ccccc2)CC(O)N1C(C)=O (centres undefined)	18
C/C(=N\NC(=O)c1ccco1)c1ccc(NC(=O)C(F)(F)F)cc1	-8
CCn1cc(C(=O)Nc2ccc(-n3cnnn3)c(OC)c2)c(=O)c2ccc(C)nc21	-29

(listing goes on)
SMILES	GASC-1 inh
Oc1ccc(CN2CCC(Cc3ccccc3)CC2)c2cccnc12	-10
O=C(CSc1nc(=O)n2cc(Cl)ccc2n1)Nc1cccc2ccccc12	3
CC1=C(C#N)c2nc(N)c(C#N)c(C)c2/C1=C\c1ccc(-c2ccccc2C(=O)O)o1	3
Cc1ccc(Cn2nc3c4cc(F)ccc4n(Cc4ccc(F)cc4)cc-3c2=O)cc1	6
COc1ccccc1N(C(=O)c1snc(C(N)=O)c1N)C(C(=O)NCc1ccccc1)c1ccc(O)cc1 (centres undefined)	-7
CCCn1c(C(C)NC(=O)c2ccccc2)nc2ccccc21 (centres undefined)	90
CC(=O)Nc1ccc(S(=O)(=O)N2CCN(C(=O)c3ncoc3-c3ccccc3)CC2)cc1	-10
COc1ccccc1NC1=C(NC(C)=O)C(=O)c2ccccc2C1=O	-10
N#C/C(=C/c1cccn1-c1cccc(C(=O)O)c1)c1ccc(F)cc1	7
CC(=O)N1CCN(c2ccc(N=Cc3c(O)n(Cc4ccccc4)c(=O)[nH]c3=O)cc2)CC1	10
Cc1ccc2[nH]c(=O)c(CN(CCN3CCOCC3)C(=O)Nc3ccccc3F)cc2c1	-12
CC(Sc1nc(N2CCOCC2)c2c(c1C#N)CC(C)(C)OC2)C(=O)Nc1ccccc1 (centres undefined)	28
Cc1c(OC(C(=O)O)c2ccccc2)ccc2c3c(c(=O)oc12)CCC3 (centres undefined)	-10
CN1C(=O)/C(=C\c2cccc(OCc3ccccc3)c2)SC1=S	1
COc1ccccc1C(=O)C1CCCN(C(=O)c2ccccc2C(C)=O)C1 (centres undefined)	3
CCc1cc2c(=O)c(-c3nc4ccccc4n3C)coc2c(CN2CCC(C)CC2)c1O	-2
CC1(C)CC(N=c2cc(-c3ccccc3)oc3ccc(Cl)cc23)CC(C)(C)N1	-7
COc1ccc2c(c1OC)C(=O)N1C2SC[C@H]1C(=O)NC1CC(C)(C)NC(C)(C)C1 (some centres undefined)	-7
CC1=C(C(=O)Nc2ccccc2)C(c2ccc(C)o2)n2c(s/c(=C\c3ccco3)c2=O)=N1 (centres undefined)	-47
CC(C)N1CCN(Cc2cccs2)CC1CCO (centres undefined)	6
Oc1ccc(-c2csc(Nc3ncccn3)n2)cc1O	25
N#Cc1ccc(C23CC4(C2)[C@H](CN(Cc2ccc(C(F)(F)F)cc2)[C@@H]4c2ccccc2)C3c2ccc(Cl)nc2)cc1 (some centres undefined)	0
O=C(N/C(=C/c1ccco1)C(=O)N1CCOCC1)c1ccc([N+](=O)[O-])cc1	6
COc1ccccc1N(C(=O)c1snc(C(N)=O)c1N)C(C(=O)NCc1ccccc1)c1ccc(C)o1 (centres undefined)	-10
O=C(Nc1nnc(SCc2ccc(F)cc2)s1)c1ccccn1	-7
COc1cccc(CC(NC(C)=O)C(=O)NC2CCN(C(=O)NCc3ccccc3)CC2)c1 (centres undefined)	-1
CCOC1=C/C(=C/c2c(N)n3nc(-c4ccccc4)sc3nc2=O)C=CC1=O	-48
COc1ccc(-c2nc(C(N)=O)c3[nH]c(=O)n(-c4cccc(Cl)c4)c3n2)cc1OC	-19
O=C(O)CCN(Cc1ccccc1)S(=O)(=O)c1ccccc1Cl	5
COc1ccc(CCN2C(=O)/C(=C\c3ccco3)SC2=S)cc1OC	11
Cc1ccccc1OCCCCCNCCO	-2
O=S(=O)(c1cccc2nsnc12)N1CCc2ccccc21	31
COC(=O)CSc1nnc(CNC(=O)c2cccs2)n1-c1cccc(C)c1	-5
CNc1nc(-c2ccc3c(c2)CCN3C(=O)c2ccccc2F)cs1	-3
COc1cccc(NC(=O)CCC(=O)Nc2cc(OC)c(NC(=O)c3cccs3)cc2OC)c1	-14
COc1cc(C2CC(=O)n3c(nc4ccccc43)S2)cc(OC)c1OC (centres undefined)	19
CC(C)CN(C(=O)c1ccc(S(=O)(=O)N2CCCCC2)cc1)C1CCS(=O)(=O)C1 (centres undefined)	1
O=C(CSc1nc(O)cc(=O)n1-c1ccccc1)N1CCCCC1	71
CCOC(=O)c1cc2c(ccn2C)n1CC(=O)N1CCN(c2ccccc2OC)CC1	14
CSc1nc2cc(S(=O)(=O)N3CCCCC3)ccc2s1	5
Cc1cc(C(=O)CSc2nnc(Nc3ccccc3F)s2)c(C)n1CC1CCCO1 (centres undefined)	-16
CCC(C)(C)c1ccc(OCCCC[n+]2cccc(C)c2)c(C(C)(C)CC)c1	0
O=C1c2ccccc2CC1Sc1nnc(-c2ccccn2)o1 (centres undefined)	-20
Cn1nccc1C(=O)OCC(=O)Nc1ccccc1Cl	-16
CCOCCCNC(=O)c1cn(CC(C)C)c(=O)c2cc(OC)c(OC)cc12	-9
CN1CCCC(OC(=O)c2ccc3c(c2)OCCO3)C1 (centres undefined)	2
C/C(=C\c1ccc(F)cc1)C(=O)c1c(C)cc(C)[nH]c1=O	-2
CCOC(=O)C1=C(O)/C(=C/c2cc(OC)c(O)c(OC)c2)SC1=Nc1ccc(OC)cc1	10
S=c1[nH]nc(CSCc2ccccc2Cl)n1C1CCCCC1	-9
CCOCc1nnc(NC(=O)c2c(-c3ccccc3)noc2C)s1	-6
CCCOc1ccc(/C(O)=C2/C(=O)C(=O)N(CCN(C)C)C2c2ccc(O)c(OC)c2)cc1 (centres undefined)	-8
CCCCCCCn1c2c(c(=N)c3c1CCC3)CCCC2	0
CC1=NOC(=O)/C1=C\c1ccc(-c2ccc(Cl)cc2Cl)o1	22
CC(=O)Nc1nc2c(c3c1c(=O)oc1ccccc13)CCCC2	-5
O=C(CCl)N(c1ccccc1)c1ccccc1	4
O=C(NC1CCC(NC(=O)C2CCCO2)CC1)C1CCCO1 (centres undefined)	10
COc1ccc(CCC(=O)Nc2sc(C(=O)N(C)C)c(C)c2C#N)cc1	4
Cc1ccc(C(=O)n2c(=S)nc3ccccn32)cc1	15
Cc1cccc(-n2c(=S)[nH]c3sc4c(c3c2=O)CCc2ccccc2-4)c1	-23
COc1ccc(-n2nc3cc(C)c(NC(=O)C(C)C)cc3n2)cc1	-1

Further results.
SMILES	GASC-1 inh
O=c1ccc2[n+]([O-])c3ccc(O)cc3oc-2c1	4
CCOC(=O)C1CCN(Cc2nc3ccccc3c(=O)n2-c2ccc(OCC)cc2)CC1	19
O=[N+]([O-])c1cccc(/C([O-])=C(/C(=S)Nc2cccc3ccccc23)[n+]2ccccc2)c1	-1
O=c1[nH]c(C2CCN(S(=O)(=O)c3ccc4c(c3)OCCO4)CC2)nc2c1nnn2Cc1ccccc1	1

Structural class, the entries above containing fluorine
SMILES	GASC-1 inh
CN(C)c1nc(N2CCN(c3ccc(F)cc3)CC2)c(C#N)c(=O)o1	-7
CCN(CC)c1ccc(NC(=S)Nc2ccc(F)cc2)cc1	15
Fc1ccccc1CNCC1CCCO1 (centres undefined)	0
O=C(CSc1nnc2ccc(-c3cccnc3)nn12)Nc1cccc(F)c1	8
CN(C)c1nc(C=C(C#N)C#N)c(Cl)n1-c1ccc(F)cc1	-2
C/C(=N\NC(=O)c1ccco1)c1ccc(NC(=O)C(F)(F)F)cc1	-8
Cc1ccc(Cn2nc3c4cc(F)ccc4n(Cc4ccc(F)cc4)cc-3c2=O)cc1	6
N#C/C(=C/c1cccn1-c1cccc(C(=O)O)c1)c1ccc(F)cc1	7
Cc1ccc2[nH]c(=O)c(CN(CCN3CCOCC3)C(=O)Nc3ccccc3F)cc2c1	-12
N#Cc1ccc(C23CC4(C2)[C@H](CN(Cc2ccc(C(F)(F)F)cc2)[C@@H]4c2ccccc2)C3c2ccc(Cl)nc2)cc1 (some centres undefined)	0
O=C(Nc1nnc(SCc2ccc(F)cc2)s1)c1ccccn1	-7
CNc1nc(-c2ccc3c(c2)CCN3C(=O)c2ccccc2F)cs1	-3
Cc1cc(C(=O)CSc2nnc(Nc3ccccc3F)s2)c(C)n1CC1CCCO1 (centres undefined)	-16
C/C(=C\c1ccc(F)cc1)C(=O)c1c(C)cc(C)[nH]c1=O	-2
